Compound activity: PubChem, The Scripps Research Institute Molecular Screening Center
SRC3 TRFRET art: TR-FRET detection interference compounds, artefact control for PPARgamma SRC-3 recruitment agonists, biochemical, TR-FRET ratio | TR-FRET artefact counter-screen, PPARgamma/SRC-3 format; active compounds read high | TR-FRET ratio at 8 µM | 0.39% of 99,000 active | AID 1048, 2008; in the data active means TR-FRET ratio above about 2000; further: inactives centre near 1600
SRC1 TRFRET art: TR-FRET detection interference compounds, primary screen, artefact control for PPARgamma SRC-1 recruitment agonists, biochemical, TR-FRET emission ratio; TR-FRET detection artefact counter-screen; active compounds read high; TR-FRET ratio at 8 µM; 0.34% of 99,000 active; AID 1051, 2008; in the data active means TR-FRET ratio above about 2300; further: inactives centre near 1800
An asterisk follows results filed as active; & = joins results of further samples. These rows are one share of the data, so the mix of outcomes need not match the whole.

Under each structure – SRC3 TRFRET art, SRC1 TRFRET art
COc1ccc(S(=O)(=O)Nc2c(F)cccc2F)cc1
    1710, 1989
COC(=O)C1CCN(c2ccc(Cl)nn2)CC1
    1577, 1845
CC(=O)C(Sc1nc(NC(C)(C)C)nc(N(C)C)n1)C(C)=O
    1829, 1717
Cc1ccsc1/C=N/NC(=O)Cc1cccn1C
    1588, 1801
FC(F)Oc1ccc(NC(=S)N2CCN(Cc3ccccc3)CC2)cc1
    1433, 1565
CCOC(=O)C(Nc1ccc2ccccc2c1)C(=O)OCC
    1470, 1573
COc1ccc(CCNC(=O)/C(C#N)=C2\N=C(NC(=O)c3cccs3)c3ccccc32)cc1
    1745, 2022
O=C(COC(=O)c1cccnc1)Nc1ccc2c(c1)OCO2
    1706, 1773
C=CCOC(=O)C1=C[C@H](C2CC2)[C@@H](CCCO)[C@H](OCC)O1
    1511, 1605
CC(Oc1ccc(Cl)cc1Cl)C(=O)Nc1ccc(O)cc1 (centres undefined)
    1631, 2020
Cc1ccc(NC(=O)CN(c2ccccc2)S(=O)(=O)N(C)C)cc1
    1747, 2033
CC1(C)CC(NC(=O)c2ccccc2C(=O)NC2CC(C)(C)NC(C)(C)C2)CC(C)(C)N1
    1825, 2204
Cn1nc(N)nc1N1CCN(c2ccc(F)cc2)CC1
    1427, 1727
CCCn1c(=S)[nH]c2cc(C(=O)NCC3CCCO3)ccc2c1=O (centres undefined)
    1521, 1581
CCN(CC)S(=O)(=O)c1ccc(Cl)c(NC(=O)COC(=O)/C=C/c2cc(OC)c(OC)c(OC)c2)c1
    1753, 2013
Cc1[nH]c2ccccc2c1C(O)c1ccncc1 (centres undefined)
    1470, 2148
Nc1c(NCCN2CCCCC2)c2ccccc2oc1=O
    1491, 1730
CN(CC(=O)NC(=O)NCc1ccccc1)Cc1ccc(Cl)cc1
    1838, 1874
COc1ccc(C(c2nnnn2C2CCCC2)N2CCC(C(N)=O)CC2)c(OC)c1 (centres undefined)
    1892, 1777
O=C(NCCN1CCOCC1)c1cc2sccc2n1Cc1ccc(Cl)cc1
    1506, 1841

Later entries.
Under each structure – SRC3 TRFRET art, SRC1 TRFRET art
Cc1cccc(Cc2nnc(CCC(=O)NCc3cnc4ccccn34)o2)c1
    1621, 1741
O=[N+]([O-])c1ccccc1S(=O)(=O)N1CCCCC1
    1638, 1834
COc1cc(SC)ccc1C(=O)Nc1c(Cl)cncc1Cl
    1586, 1984
O=C(CCC(=O)Nc1ccc(F)cc1)N/N=C/c1cc([N+](=O)[O-])ccc1O
    1853, 2225
CC(=O)c1ccc(OC(=O)CCN2c3ccccc3Sc3ccccc32)cc1
    1869, 1950
O=C(/C=C/c1ccccc1)Nc1cccc(S(=O)(=O)Nc2ccccc2F)c1
    1533, 1708
O=[N+]([O-])c1ccc(-c2c(O)c3ccccc3c3nc4ccccc4nc23)cc1
    1580, 1521
O=C(O)c1ccc2c(c1)C(=O)N(c1cc(C(=O)O)ccc1Br)C2=O
    1569, 1794
CNC(=S)N(Cc1ccc(OC)cc1)Cc1cc2cc(C)ccc2[nH]c1=O
    1495, 1779
Cc1ccc2c(CC(=O)NCc3cccs3)coc2c1
    1589, 1766
Cc1cc(C)c2c(=O)[nH]c(SCc3ccc([N+](=O)[O-])cc3)nc2n1
    1428, 1743
COc1ccc(NC(=O)CC2C(=O)N(C)C(=S)N2CCc2ccccc2F)cc1 (centres undefined)
    1455, 1888
CCOc1ccc(Nc2nc(Cl)nc(NCCO)n2)cc1
    1698, 1745
O=C(Nc1ccccc1)c1cc([N+](=O)[O-])ccc1NC1CCCCC1
    1468, 1789
Cc1cccc(NC(=O)CCSc2ccccn2)c1
    1518, 1881
O=C(CSc1ncccc1-c1nc2ccccc2[nH]1)N1CCc2ccccc21
    3407*, 2802*
CC1(C)OC2OC(C(=O)N/N=C/c3ccccc3F)C3OC(C)(C)OC3C2O1 (centres undefined)
    1586, 2122
O=[N+]([O-])c1ccc2oc(-c3ccccc3)nc2c1
    1790, 1823
Cc1cn([C@H]2C=C[C@@H](CO)O2)c(=O)[nH]c1=O
    1684&1622, 1802&2059
O=C(NCCc1ccccc1)C(=O)Nc1nccs1
    1497, 1563

The listing continues:
Under each structure – SRC3 TRFRET art, SRC1 TRFRET art
CCOc1ccc(NC(=O)Nc2cccc(C(=O)O)c2)cc1
    1554, 1786
c1ccc(CNc2ncnc3sc4c(c23)CCCC4)nc1
    1621, 1952
CC(=O)c1ccc(N=Nc2ccc(C)cc2)cc1
    1562, 1873
C/C(=N\NC(=O)COc1ccccc1F)c1cc2ccccc2o1
    1569, 1963
COc1ccc(Nc2nnc(SC(C(=O)Nc3cc(C)ccc3C)c3ccccc3)s2)cc1 (centres undefined)
    1615, 2158
O=C(NCc1ccco1)c1ccc(-c2ccc(Cl)cc2)o1
    1740, 1903
CCc1cc2cc(C)c(C)cc2nc1SCC(=O)Nc1cc(C)on1
    1511, 1719
CCOc1ccc(Oc2nc(C)cc(OC)n2)nn1
    1635, 1621
O=C(NCc1ccco1)c1c2c(nc3ccccc13)CCC2
    1542, 1760
CCOC(=O)c1cc2c(nc1NC(=S)Nc1ccccc1)CC(C)(C)OC2
    1475, 1755
COc1ccc(-c2csc(NC(=O)CCCc3cccs3)n2)cc1
    1555, 1656
CC1=NN(C(=O)c2ccc(Cn3ccc([N+](=O)[O-])n3)cc2)C(O)(C(F)(F)F)C1 (centres undefined)
    1688, 1698
O=S(=O)(c1ccc(Cl)cc1)N(CCCN1CCOCC1)Cc1cccs1
    1656, 1774
CCOc1cccc(-c2cc(C(=O)N/N=C/c3ccc(OC)c(CN4CCOCC4)c3)c3ccccc3n2)c1
    1786, 2175
Nc1cc(=O)[nH]c(SCCOc2ccccc2)n1
    1349, 1649
O=C(Nc1cccc([N+](=O)[O-])c1)c1ccc2c(c1)OCCO2
    1435, 1652
Cc1ccc(C(=O)N/N=C/c2ccc(N3CCOCC3)cc2)c(C)c1
    1793, 1855
CCc1nnc(NC(=O)c2ccc(S(=O)(=O)N3CCc4ccccc4C3)cc2)s1
    1439, 1651
Cc1sc2nc(CN3CCOCC3)[nH]c(=O)c2c1-c1ccccc1
    1596, 1881
Cc1ccc(NC(=S)Nc2cccc3cnccc23)cc1C
    1634, 1650

Two of the compounds above, field by field:
compound: Nc1cc(=O)[nH]c(SCCOc2ccccc2)n1
  SRC3 TRFRET art: 1349 | SRC1 TRFRET art: 1649
compound: Cc1sc2nc(CN3CCOCC3)[nH]c(=O)c2c1-c1ccccc1
  SRC3 TRFRET art: 1596 | SRC1 TRFRET art: 1881

(list continues)
Under each structure – SRC3 TRFRET art, SRC1 TRFRET art
Cc1ccccc1SCC(=O)N1CCN(c2ccc(C(F)(F)F)cn2)CC1
    1664, 1828
CCOc1ccc(CN(C)CC(=O)Nc2cccc(C)c2)cc1OC
    1393, 1591
Cc1cc(Cl)ccc1OCCCC(=O)NO
    1545, 1673
O=C1c2ccccc2-c2n[nH]c(=O)c3ccc(N4CCCCC4)c1c23
    1718, 1820
COc1ccc(N2CC(C(=O)Nc3cccc(C)n3)CC2=O)cc1 (centres undefined)
    1648, 1737
COc1ccc(F)c(CN2CCC(CO)(Cc3cccc(C(F)(F)F)c3)CC2)c1
    1439, 1669
CCn1c(SCC(=O)N/N=C/c2c[nH]c3ccccc23)nnc1-c1ccc(Cl)cc1
    1493, 1828
O=C(CCc1nc(-c2cccs2)no1)Nc1cnc2ccccc2c1
    1531, 1832
COc1ccc([N+](=O)[O-])cc1NC(=O)C(C)N(C)Cc1ccc(Br)cc1 (centres undefined)
    1739, 1934
CC(C)(C)NC(=O)C(c1cccs1)N(Cc1cccs1)C(=O)c1csnn1 (centres undefined)
    1685, 1808
CC1(C)CC(c2nc(-c3ccc(Br)cc3)cs2)CCS1 (centres undefined)
    1742, 2039
O=C(NCc1ccncc1)Nc1ccccc1F
    1509, 1801
CCn1cc(C(=O)NCc2cccnc2)c2cc(OC)c(OC)cc2c1=O
    1589, 1580
O=C(CCS(=O)(=O)c1cccc2nonc12)N1CCCc2ccccc21
    1553, 1956
CCCCNc1nnc(CCn2nc(C)c(Br)c2C)s1
    1549, 1922
CN(Cc1ccccc1)C(=O)CCNS(=O)(=O)c1ccc2c(c1)oc(=O)n2C
    1414, 1919
CCCOc1ccc(/C(O)=C2/C(=O)C(=O)N(CCCOC)C2c2cccnc2)cc1 (centres undefined)
    1612, 1920
Oc1ccc2ccccc2c1CN1CCCC1
    1678, 1938
NNC(=S)NCCc1ccccc1
    1545, 1835
CC(C)(C)NC(=O)CN(Cc1ccc2c(c1)OCO2)C(=O)CNC(=O)c1cccs1
    1385, 1623

The list goes on.
SMILES,SRC3 TRFRET art,SRC1 TRFRET art
COc1ccc(NC(=O)CSc2nc3ccsc3c(=O)n2Cc2ccccn2)c(OC)c1,1385,1769
COc1ccccc1Nc1nnc(SCC(=O)N2CC(=O)Nc3ccccc32)s1,1885,1976
CN(O)C(=O)Nc1ccc([N+](=O)[O-])cc1,1330,1704
COC(=O)C1=C(CSc2nc3ccccc3s2)NC(=O)NC1c1ccc(F)cc1 (centres undefined),1587,1843
Cc1nnc(SCC(=O)NCc2ccc(F)cc2)[nH]c1=O,1426,1794
CC(Oc1ccccc1F)C(=O)NNC(=O)c1cc2ccccc2o1 (centres undefined),1699,1722
CCN(CC)C(=O)C(=O)Nc1ccc(F)c(Cl)c1,1550,1551
O=C(Cc1ccc(Br)cc1)NC1CCSC1=O (centres undefined),1684,1653
COc1ccc(-c2cc(-c3nnc(COC(=O)c4ccc(O)cc4)o3)c3ccccc3n2)cc1OC,1661,1465
O=C(CSc1ncn[nH]1)CSc1ncn[nH]1,1287,1658
COc1cc(C(=O)NCc2nnc(SCC(=O)Nc3cc(C)on3)o2)cc(OC)c1OC,1578,1886
CCC1(c2ccccc2)NC(=S)N(c2cccc(C)c2C)N1 (centres undefined),1666,1954

(list continues)
SMILES,SRC3 TRFRET art,SRC1 TRFRET art
CCN(C(=O)CN1CCN(S(=O)(=O)c2ccccc2C(F)(F)F)CC1)c1c(N)n(Cc2ccccc2)c(=O)[nH]c1=O,1790,1616
CC(C(=O)Nc1ccccc1C(=O)N1CCOCC1)N(c1ccc(Cl)cc1)S(C)(=O)=O (centres undefined),1605,1764
NS(=O)(=O)c1cccc(NC(=O)COC(=O)CCSc2ccccc2)c1,1585,1944
O=C(NCc1ccccc1)c1ccc2c(c1)OCCO2,1462,1774
Cc1ccc2nc3c(c(C(=O)OCC(=O)NC4CCS(=O)(=O)C4)c2c1)CCCC3 (centres undefined),1391,1508
Cc1ccc(NC(=O)c2cncc(Br)c2)c([N+](=O)[O-])c1,1467,1967
CCOC(=O)N1CCN(C(=O)c2ccc(S(=O)(=O)NCc3ccco3)cc2)CC1,1771,1743
CC(NC(=O)C(=O)N/N=C/c1ccccc1)c1ccccc1 (centres undefined),1489,1922
O=c1cc(-c2ccccc2)c2cc3c(cc2[nH]1)OCCO3,1705,2024
CC(=O)Nc1ccccc1NS(=O)(=O)c1cccc([N+](=O)[O-])c1,1578,1677
Cc1ccc(S(=O)(=O)NCCN2CCOCC2)cc1C,1483,1792
C=CCn1c(SCC(=O)c2[nH]c(C)c(C(=O)OCC)c2C)nc2scc(-c3ccc(OC)cc3)c2c1=O,1549,1604

Full records, looked up by structure.
Profile of CCCn1c(=S)[nH]c2cc(C(=O)NCC3CCCO3)ccc2c1=O (centres undefined) : SRC3 TRFRET art: 1521; SRC1 TRFRET art: 1581
Profile of CCC1(c2ccccc2)NC(=S)N(c2cccc(C)c2C)N1 (centres undefined) : SRC3 TRFRET art: 1666; SRC1 TRFRET art: 1954

Further compounds.
SMILES,SRC3 TRFRET art,SRC1 TRFRET art
Cn1cc([N+](=O)[O-])c(C(=O)Nc2nccs2)n1,1511,1571
CCOC(=O)CC(NC(=O)Cc1ccc(F)cc1)c1ccccc1Cl (centres undefined),1551,1714
CC(=O)c1cccc(NC(=O)N2CCCC2C(=O)Nc2ccc3c(c2)OCO3)c1 (centres undefined),1687,1633
COC(=O)c1nn(-c2nc(-c3ccc(OC)c(OC)c3)cc(C(F)(F)F)n2)cc1[N+](=O)[O-],1626,1860
CC1CC(NC(=O)CCn2c(=O)oc3ccccc32)CC(C)(C)C1 (centres undefined),1608,2011
Brc1ccc(-c2cnco2)cc1,1694,1726
COC(=O)c1c(C)[nH]c(-c2csc(N)n2)c1C,1489,1822
CC(Sc1nnnn1C)C(=O)Nc1ccc(N2CCOCC2)cc1 (centres undefined),1526,1801
CCc1ccc2c(c1)C(c1ccc([N+](=O)[O-])cc1)=NNC(c1ccc(C)cc1)=N2,1802,1968
Cc1cccc(N2CCN(C(=O)CN3C(=O)C4CC=CCC4C3=O)CC2)c1C (centres undefined),1689,1790
O=C(CNCc1cccc2ccccc12)Nc1ccccc1[N+](=O)[O-],1666,1875
Clc1ccc(/C=N/Nc2ccccn2)cc1,1610,1819

(listing goes on)
SMILES,SRC3 TRFRET art,SRC1 TRFRET art
Cc1cc(NC(=O)Cn2c(=O)c3c(ncn3CC(C)C)n(Cc3ccccc3)c2=O)no1,1553,1763
Cc1ccn2c(Nc3ccccc3C)c(-c3ccccn3)nc2c1,1199,1864
CC(C)CC(NC(N)=O)C(=O)Nc1cccc([N+](=O)[O-])c1 (centres undefined),1468,1780
O=C(Oc1c(-c2ccco2)oc2ccccc2c1=O)c1cccnc1,1239,1872
CN(C)c1nc(NCc2ccccc2)nc(N/N=C/c2ccc3c(c2)OCO3)n1,1712,2176
O=C(O)CC1(c2ccccc2)C(=O)c2ccccc2C1=O,1383,1737
Cc1cc(C(=O)NCC(=O)OCC(=O)N(C2CCCCC2)C2CCCCC2)ccc1[N+](=O)[O-],1606,1849
Cc1ccc([N+](=O)[O-])cc1S(=O)(=O)N1CCC(C)CC1,1563,2054

Structural class, the compounds so far containing a tert-butyl group.
SMILES,SRC3 TRFRET art,SRC1 TRFRET art
CC(=O)C(Sc1nc(NC(C)(C)C)nc(N(C)C)n1)C(C)=O,1829,1717
CC(C)(C)NC(=O)C(c1cccs1)N(Cc1cccs1)C(=O)c1csnn1 (centres undefined),1685,1808
CC(C)(C)NC(=O)CN(Cc1ccc2c(c1)OCO2)C(=O)CNC(=O)c1cccs1,1385,1623
